Anesthetic bind: candidate novel general anesthetic via apoferritin binding; P02791; apoferritin/1-aminoanthracene competitive binding, fluorescence; Potency, µM (highest dose often 77.5 µM), for inactives: at the top dose activity change, negative = displacement, usual class: inhibitors; hit rate 0.074% among 350,000; AID 485281; further: nearly all actives have a fitted effect of over 20% in size
Target sequence (P02791 2-175 limits assumed): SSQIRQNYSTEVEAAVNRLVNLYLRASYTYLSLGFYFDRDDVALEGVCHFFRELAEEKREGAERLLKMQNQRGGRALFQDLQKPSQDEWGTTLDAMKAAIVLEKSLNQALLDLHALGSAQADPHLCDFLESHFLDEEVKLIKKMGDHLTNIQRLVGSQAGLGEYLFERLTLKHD
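Horse-spleen apoferritin (10 uM) was mixed with 50% saturated 1-aminoanthracene in PBS, exposed to compounds for 10 min at room temperature, and read for fluorescence (ex 380 nm, em 535 nm). Competitive displacement was fitted with a four-parameter Hill equation.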
APEX1 inh: blocks human APE1 abasic DNA cleavage; P27695; hit rate 0.35% among 350,000; Potency, µM (top dose mostly 65.8 µM), inactives show at the top dose activity change, negative = inhibition, usual class: inhibitors; recombinant APE1, TAMRA/BHQ-2 abasic DNA cleavage fluorescence; AID 2517;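 further: plate controls were vehicle for no effect and reference inhibitor for full effect; nearly all actives have a fitted effect of over 55% in size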
Target sequence (P27695 whole entry, looked up): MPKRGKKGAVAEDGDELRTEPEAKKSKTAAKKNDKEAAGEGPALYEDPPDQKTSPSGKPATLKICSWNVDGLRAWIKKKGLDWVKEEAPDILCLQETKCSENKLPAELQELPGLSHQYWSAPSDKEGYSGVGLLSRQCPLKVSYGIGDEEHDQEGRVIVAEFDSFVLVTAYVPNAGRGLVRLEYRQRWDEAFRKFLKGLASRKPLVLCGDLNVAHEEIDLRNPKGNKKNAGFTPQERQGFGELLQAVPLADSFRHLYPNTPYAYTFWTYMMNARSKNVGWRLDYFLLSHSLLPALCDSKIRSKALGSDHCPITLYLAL
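Enzyme (0.75 nM final) and test compound are incubated 15 min at room temperature before adding 50 nM quenched THF abasic-site duplex. Cleavage dequenches TAMRA, followed at 525/598 nm over three reads one minute apart.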
BLM helicase inh: inhibitors of human Bloom syndrome helicase BLM; P54132; recombinant BLM DNA unwinding, fluorescence dequenching; Potency, µM (highest dose often 56.1 µM), inactives show at the highest dose activity change, negative = inhibition, most hits filed as inhibitors; hit rate 0.2% among 350,000;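 further: plate controls were vehicle for no effect and no enzyme for full effect; nearly all actives have a fitted effect of over 35% in size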
Numbers without * were called inactive; ? = inconclusive; & = joins results of further samples; [ ] = remark or other dose. The call rests on the fitted dose curve; in most records, active means well fitted curve in the direction sought with a large enough effect; inconclusive means small, poorly fitted or top-dose-only effect, or another doubt; inactive means no such curve, though single readings can be large; an effect the other way counts as inactive or inconclusive. Unless noted, on the % scale 0 is the no-effect control and ±100 the full control effect; potency means the concentration at half of the fitted maximal effect.

Every second line gives: APEX1 inh	Anesthetic bind	BLM helicase inh
CN(C)c1nc(N)c(C(=O)Nc2cccnc2)nc1Cl
  -4%	-5%	-3%
CCC/C=C/C1C(=O)C2OC2C2(OCC(CC)(CC)CO2)C1CO (stereo unspecified)
  5%[12.4 µM]	-11%[15.3 µM]	6%[12.4 µM]
COc1ccc(-c2nnc3n2N=C(c2cc(OC)ccc2OC)CS3)cc1
  -5%	?	1%
COC(=O)c1ccc(C(NC(=O)OCc2ccccc2)/C(=C/[C@@H](C)C(=O)NCc2ccc(OC)c(O)c2)c2cccnc2)cc1 (stereo partly specified)
  -5%	1%	-2%
COC(=O)[C@@]1(Cc2ccc(OC)cc2)[C@H]2c3cc(C(=O)N4CCCC4)n(Cc4ccccn4)c3C[C@H]2CN1C(=O)c1ccccc1
  -2%	-9%	-3%
CCCCCCN(C(=O)CCCCCN1C(=O)NC(c2ccc(C(F)(F)F)cc2)C(C(=O)OCc2ccccc2)=C1C)C(C(=O)NCCCC)c1ccc(OCC(=O)OC)c(C(=O)OC)c1 (stereo unspecified)
  16%	-11%	-9%
COC(=O)c1ccc(C(NC(=O)OCc2ccccc2)/C(F)=C/[C@@H](C)C(=O)Nc2ccc(OC)cc2)cc1 (stereo partly specified)
  0%	-2%	0%
C#CCCCO/N=C1/C[C@@H](O)[C@@H](O)[C@@H]2[C@@H]3C(=O)N(c4cccc(Oc5ccccc5)c4)C(=O)[C@H]3CC[C@H]12
  ?	1%[15.3 µM]	-2%[12.4 µM]
CCCC[C@@H]1C[C@H]1C(NC(=O)c1ccc(C(F)(F)F)cc1)c1ccc(C(=O)OC)cc1 (stereo partly specified)
  -4%	-20%	-8%
COC(=O)C1C(C)OC(=O)NC1c1ccccc1 (stereo unspecified)
  1%[12.4 µM]	-1%[15.3 µM]	3%[12.4 µM]
CCN1C(=O)[C@H]2[C@H]3[C@H](O)[C@H](O)C/C(=N/O[C@@H](C)c4cc(-c5c(C)cc(C)cc5C)no4)[C@@H]3CC[C@@H]2C1=O
  23%[12.4 µM]	-8%[15.3 µM]	2%[12.4 µM]
CC(C)CO/N=C1/C[C@@H](O)[C@@H](O)[C@@H]2[C@@H]3C(=O)N(Cc4ccc5c(c4)OCO5)C(=O)[C@H]3CC[C@H]12
  -10%[12.4 µM]	-7%[15.3 µM]	-1%[12.4 µM]
O=C1C=C[C@@H](O)[C@H]2[C@@H]3C(=O)N(Cc4ccc5c(c4)OCO5)C(=O)[C@@H]3CC[C@H]12
  -8%[12.4 µM]	0%[15.3 µM]	1%[12.4 µM]
COC(=O)c1ccc(C(NC(=O)OCc2ccccc2)/C(=C/[C@@H](C)C(=O)N(C)Cc2ccccc2)c2cccnc2)cc1 (stereo partly specified)
  -11%	-1%	-10%
N#Cc1nc(NCCO)nc(Nc2ccccc2)n1
  ?	-2%	6%
Cc1nc(NCc2ccccc2)c2nc(-c3ccccc3)n(CCN3CCCCC3)c2n1
  ?	?	-5%
COC(=O)[C@@]1(Cc2ccc(OC)cc2)[C@H]2c3cc(C(=O)N4CCCC4)n(CCF)c3C[C@H]2CN1C(=O)c1ccccc1
  8%	-5%	-3%
Cc1noc(C)c1-c1ccc2ncnc(NCc3ccc(Br)cc3)c2c1
  ?	?	-5%
COC(=O)c1ccc(C(NC(=O)OCc2ccccc2)/C(I)=C/[C@@H](C)C(=O)NCc2ccc(OC)c(O)c2)cc1 (stereo partly specified)
  -9%	2%	-4%
CCC1=C2CC[C@H]3C(=O)N(CC(=O)OC)C(=O)[C@H]3[C@H]2[C@@]2(C)C(=O)N(Cc3ccccc3)C(=O)N2C1=O
  -3%	4%	2%

Part of the list above in order of length of the SMILES, lowest first:
Every second line gives: APEX1 inh	Anesthetic bind	BLM helicase inh
N#Cc1nc(NCCO)nc(Nc2ccccc2)n1
  ?	-2%	6%
COC(=O)c1ccc(C(NC(=O)OCc2ccccc2)/C(I)=C/[C@@H](C)C(=O)NCc2ccc(OC)c(O)c2)cc1 (stereo partly specified)
  -9%	2%	-4%
CCN1C(=O)[C@H]2[C@H]3[C@H](O)[C@H](O)C/C(=N/O[C@@H](C)c4cc(-c5c(C)cc(C)cc5C)no4)[C@@H]3CC[C@@H]2C1=O
  23%[12.4 µM]	-8%[15.3 µM]	2%[12.4 µM]

The listing continues.
Every second line gives: APEX1 inh	Anesthetic bind	BLM helicase inh
C/C(CCN1CCCc2nc(C)c(C)cc21)=N\O[C@@H](C)c1cn([C@H](CO)Cc2ccccc2)nn1
  ?	10%&94%[15.3 µM]	4%&-14%[12.4 µM]
COC(=O)[C@@]1(Cc2ccccc2)[C@H]2c3cc(C(=O)N(C)C)n(Cc4ccccn4)c3C[C@H]2CN1C(=O)c1ccccc1
  -3%	-10%	-6%
CC1(C)OCC(CSC2=C(SCC3COC(C)(C)O3)C(=O)c3ncccc3C2=O)O1 (stereo unspecified)
  -9%	?	?
O=C(O)c1sccc1S(=O)(=O)Nc1ccc(Cl)cc1
  -3%	5%	5%
COC(=O)[C@@]1(Cc2ccc(OC)cc2)[C@H]2c3cc(C(=O)N(C)C)n(C)c3C[C@H]2CN1C(=O)c1ccccc1
  -6%	-10%	0%
CO[C@@H]1COC(=O)[C@@H](C)NC(=O)C/C=C\[C@@H](C)[C@H](NS(=O)(=O)c2ccc(C)cc2)COC(=O)[C@H](C)NC(=O)C/C=C\[C@H]1C
  14%[12.4 µM]	-8%[15.3 µM]	-3%[12.4 µM]
COC(=O)c1ccc(C(/C=C/[C@@H](C)C(=O)NCc2ccccc2)NC(=O)OCc2ccccc2)cc1 (stereo partly specified)
  -10%	4%	-3%
COC(=O)C1(Cc2ccccc2)C=C2C(=C(c3ccccc3)C(=O)C2C)CN1 (stereo unspecified)
  -9%	-23%	-8%
CO[C@@H]1/C=C\CC(=O)N[C@@H](C)C(=O)OC[C@@H](OC)[C@H](C)CCCC(=O)OC[C@H]1C
  ?	-5%[15.3 µM]	-3%[12.4 µM]
COC(=O)[C@@]1(Cc2ccc(F)cc2)[C@H]2c3cc(C(=O)N4CCCC4)n(CCN4CNCC4=O)c3C[C@H]2CN1C(=O)c1ccccc1
  15%	8%	-3%

In another format: 2 of the compounds above.
| smiles | APEX1 inh | Anesthetic bind | BLM helicase inh |
| --- | --- | --- | --- |
| COC(=O)c1ccc(C(/C=C/[C@@H](C)C(=O)NCc2ccccc2)NC(=O)OCc2ccccc2)cc1 (stereo partly specified) | -10% | 4% | -3% |
| CC1(C)OCC(CSC2=C(SCC3COC(C)(C)O3)C(=O)c3ncccc3C2=O)O1 (stereo unspecified) | -9% | ? | ? |

The list continues:
Every second line gives: APEX1 inh	Anesthetic bind	BLM helicase inh
COC(=O)[C@@H]1C[C@@]2(O)[C@@H](O)[C@@H](O)[C@@H](O)C[C@H]2N1Cc1ccc(N2CCOCC2)cc1
  -10%	-4%	1%
CC1CCC2C(=O)N3C(CCC(C)[C@H]3c3ccccc3Br)C(=O)N2C1c1ccccc1Br (stereo partly specified)
  -3%[12.4 µM]	-10%[15.3 µM]	3%[12.4 µM]
CCC1=C2CC[C@H]3C(=O)N(C)C(=O)[C@H]3[C@H]2[C@@]2(C)C(=O)N(CC(=O)OC)C(=O)N2C1=O
  -3%	3%	0%
CN(C)c1cccc(OC2C=CC(C#Cc3ccccc3)OC2CO)c1 (stereo unspecified)
  ?	?	-3%[12.4 µM]
Cc1ccccc1OC1C=CC(C#Cc2ccc(Br)cc2)OC1CO (stereo unspecified)
  ?	-3%[15.3 µM]	-3%[12.4 µM]
O=C(/C=N/O)NCCCCNC(=O)/C=N/O
  ?	-3%[15.3 µM]	5%[12.4 µM]
CO[C@@H]1COC(=O)C/C=C\[C@@H](C)COC(=O)[C@H](Cc2ccccc2)NC(=O)C/C=C\[C@H]1C
  ?	4%[15.3 µM]	0%[12.4 µM]
COc1ccc(OC2C(O)COC2/C=C/c2ccccc2)cc1 (stereo unspecified)
  16%&8%[12.4 µM]	-4%&-7%[15.3 µM]	-3%&-3%[12.4 µM]
CC(=O)OC[C@@H]1O[C@@H](O/N=C2/C[C@@H](O)[C@@H](O)[C@@H]3[C@@H]4C(=O)N(c5cccc(Oc6ccccc6)c5)C(=O)[C@H]4CC[C@H]23)[C@H](OC(C)=O)[C@H](OC(C)=O)[C@@H]1OC(C)=O
  ?	-8%[15.3 µM]	2%[12.4 µM]
O=C1[C@H]2[C@H]3[C@H](O)[C@H](O)C/C(=N/OC[C@@H](O)COCc4ccco4)[C@H]3CC[C@@H]2C(=O)N1C1CCCCC1
  9%[12.4 µM]	1%[15.3 µM]	4%[12.4 µM]
COc1ccc2c(c1)O[C@H](c1cccc(C(F)(F)F)c1)[C@@H](O)C2=O
  -7%[12.4 µM]	-12%[15.3 µM]	-2%[12.4 µM]
C/C(CCN1CCCCc2nc(C)c(C)cc21)=N\OC[C@@H](C)[C@H](OCc1ccccc1)C(C)C
  ?	6%[15.3 µM]	-2%[12.4 µM]
CCCCNC(=O)C(c1ccc(OCC(=O)OC)c(C(=O)OC)c1)N(CCc1ccccn1)C(=O)CCCCCN1C(=O)NC(c2ccc(-c3ccccc3)cc2)C(C(=O)OCc2ccccc2)=C1C (stereo unspecified)
  -1%	-15%	-9%
Cc1nc(NCc2ccccc2)c2nc(-c3ccccc3)n(CC3CCN(C)CC3)c2n1
  ?	-13%	3%
CC(=O)N1[C@H](C)C=C[C@]1(Cc1ccccc1)C(=O)NCc1ccccn1
  -5%	-7%	2%
CN1c2cc3c(cc2N=C(c2ccc(C(=O)O)cc2)c2ccccc21)C(C)(C)CCC3(C)C
  -10%	?	?
Cc1nc(NC2CCCCC2)c2nc(-c3ccccc3)n(CCN(C)C)c2n1
  -4%	-2%	-5%
COC(=O)c1ccc(C#CC(NP(=O)(c2ccccc2)c2ccccc2)c2ccccc2)cc1 (stereo unspecified)
  -6%	-16%	-5%
C/C(CCN1CCCc2nc(C)c(C)cc21)=N\O[C@@H](C)c1cn([C@@H]2COC[C@@H]2O)nn1
  23%[12.4 µM]	51%[activator][15.3 µM]	3%[12.4 µM]
COC(=O)[C@@H]1CCCN1C(=O)[C@@H](C)CO
  -6%[12.4 µM]	4%[15.3 µM]	4%[12.4 µM]
CCN(CC)CCCCn1c(-c2ccccc2)nc2c(NCCOC)nc(C)nc21
  -8%	1%	7%
CCCCCCCCCCCCCCCCCC(=O)NCCc1ccc(O)c(O)c1
  -11%	-1%	-2%
COC(=O)[C@@]1(Cc2ccc(OC)cc2)[C@H]2c3cc(C(=O)N(C)C)n(Cc4ccc(S(C)(=O)=O)cc4)c3C[C@H]2CN1C(=O)c1ccccc1
  -5%	-11%	-2%
COC(=O)[C@H](C)NC(=O)C/C=C\[C@@H](C)CO
  27%[12.4 µM]	-1%[15.3 µM]	0%[12.4 µM]
Cc1cc(CNC(=O)[C@@H]2C[C@H]2[C@@H](NP(=O)(c2ccccc2)c2ccccc2)c2ccccc2)nn1C
  -7%	-1%	-4%
CC(=O)OC[C@@H]1O[C@@H](O/N=C2/C[C@@H](O)[C@@H](O)[C@@H]3[C@@H]4C(=O)N([C@@H](C)c5ccccc5)C(=O)[C@H]4CC[C@@H]23)[C@H](OC(C)=O)[C@H](OC(C)=O)[C@@H]1OC(C)=O
  13%[12.4 µM]	-5%[15.3 µM]	-2%[12.4 µM]
O=c1n(Cc2cc3c(cc2Cl)OCO3)c(=O)n2n1CC[C@H]1/C(=N\OC[C@@H](O)COCc3ccco3)[C@H]3O[C@@H]3[C@@H](O)[C@@H]12
  ?	-1%[15.3 µM]	-6%[12.4 µM]
COc1ccc(C2=Nn3c(nnc3-c3ccccc3C)SC2)cc1OC
  2%	-15%	1%
C(#CC1C=CC2OC(c3ccccc3)OCC2O1)c1ccccc1 (stereo unspecified)
  -7%[12.4 µM]	4%[15.3 µM]	-1%[12.4 µM]
CC(=O)N(OCc1ccccc1)[C@@H]1c2cc(C#N)ccc2OC(C)(C)[C@H]1O
  -7%	-2%	-1%
COC(=O)C1=C(C)N(Cc2ccccc2)C2=C3C(=O)N(c4ccccc4)C(=O)C3[C@@](O)(C(=O)OC)C(=O)N2C1c1ccccc1 (stereo partly specified)
  -11%&-8%[12.4 µM]	4%&-6%[15.3 µM]	-4%&-3%[12.4 µM]
C=CCC1C=CC(Oc2ccc(OC)cc2)C(COC(=O)c2ccc(Br)cc2)O1 (stereo unspecified)
  3%[12.4 µM]	2%[15.3 µM]	-3%[12.4 µM]
CC(C)CO/N=C1/[C@H]2O[C@@H]2[C@@H](O)[C@H]2[C@H]1CCn1c(=O)n(-c3ccccc3)c(=O)n12
  -8%[12.4 µM]	4%[15.3 µM]	0%[12.4 µM]
CN(C)c1ccc(CNC(=O)C2(C)C=CCN2C(=O)c2ccccc2)cc1 (stereo unspecified)
  13%	-12%	5%
CC(C)=NOC[C@@H](O)COCc1ccco1
  30%[12.4 µM]	-6%[15.3 µM]	1%[12.4 µM]

Compound activity (PubChem)

These rows are one share of the data; the hit share may differ from the screen's.
